Screening results deposited in PubChem by National Center for Advancing Translational Sciences (NCATS).
USP2a block: qHTS Assay for Inhibitors of Ubiquitin-specific Protease USP2a Using CHOP2 as the Reporter. Ubiquitin carboxyl-terminal hydrolase 2 (Homo sapiens), O75604. USP2 core, Ub-CHOP2 coupled fluorogenic reporter, 485/531. Potency, µM (series often up to 38.3 µM), without a hit: at the highest dose activity change, negative = inhibition, usual class: inhibitors. 0.01% of 330,000 active;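 note: potency is the fitted concentration of half-maximal effect; plate controls were DMSO wells for no effect and full inhibition by NEM control for full effect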
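Cell-free coupled assay: 10nM USP2 core preincubated 30min RT with compound in Tris-HCl pH 8.0/CaCl2/CHAPS buffer, then 25nM Ub-CHOP2 and 25nM reporter substrate; fluorescence (Ex 485/Em 531) read after 60min RT, normalized to NEM inhibition, concentration-response curves fitted.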
hERG WT inh: qHTS for Inhibitors of KCHN2 3.1: Wildtype qHTS | AID 720551, 2013 | 0.37% of 340,000 active | activity change, % at 1.84 µM | U2OS, BacMam KCNH2, thallium flux FluxOr; active compounds read low | Voltage-gated inwardly rectifying potassium channel KCNH2 (Homo sapiens), Q12809;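 active = maximum activity change below -70%; inconclusive = maximum activity change between -70% and -50%; inactive = maximum activity change above -50%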
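U2OS cells were transduced with wild-type KCNH2 virus (2.03 x 10^8 / mL) for 4 h at room temperature, then cultured overnight at 37 C. Thallium flux was read with FluxOr dye. Rate constants were normalized to DMSO controls.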
KCNH2 3.1 block: qHTS for Inhibitors of KCHN2 3.1: Mutant qHTS; U2OS KCNH2 3.1, thallium flux FluxOr; active compounds read low; activity change, % (tested at about 1.8 µM); 0.95% of 340,000 active; Potassium voltage-gated channel subfamily H member 2, brain isoform KCNH2 3.1 (human);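 active = maximum activity change below -70%; inconclusive = maximum activity change from -70% to -50%; inactive = maximum activity change above -50%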;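 note: thallium influx rate constant from kinetic fluorescence after stimulation buffer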
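FluxOr-based Tl+ influx in U2OS cells transduced with KCNH2 3.1 virus; rate constants normalized to DMSO controls.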
Eya2 inh: qHTS Assay for Inhibitors of the Phosphatase Activity of Eya2; Potency, µM (doses to about 76.9 µM), for inactives: at the highest dose activity, negative = inhibition, most hits filed as inhibitors; 0.006% of 330,000 active; recombinant Eya2, OMFP fluorescence dephosphorylation (OMFP is methylfluorescein phosphate); AID 488837, 2010; note: potency is the fitted concentration of half-maximal effect
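Eya2 (0.2 uM) preincubated 10 min at ambient with compound, then OMFP substrate added at 50 uM; 10 min reaction in 50 mM HEPES pH 7.5, 50 mM NaCl, 5 uM MgCl2, 0.05% BSA, 1 mM DTT. Fluorescence read at Ex 485/Em 525 nm.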
uPA surface inh: qHTS for Inhibitors of Cell Surface uPA Generation | cell surface uPA generation assay, qHTS | Potency, µM (top dose mostly 38.3 µM), inactives show at the highest dose activity change, negative = inhibition, usual class: inhibitors | 0.31% of 330,000 active | AID 540303, 2011; active = well fitted inhibition curve with a large enough effect; inconclusive = small, poorly fitted or top-dose-only effect; inactive = no such curve, though single readings can be large or run the other way; tested in mouse RAW 264.7 cells; note: potency is the fitted concentration of half-maximal effect; nearly all actives have a fitted effect of over 55% in size
GALK inh: qHTS Assay for Inhibitors of Human Galactokinase (GALK) | Purified GALK, Kinase-Glo residual ATP luminescence | Potency, µM (series often up to 57.5 µM), for the others: at the highest dose activity change, negative = inhibition, usual class: inhibitors | 0.007% of 270,000 active | AID 1868, 2009; note: potency is the fitted concentration of half-maximal effect
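GALK at 5 nM final was combined with compound, 35 uM ATP and 100 uM galactose in HEPES pH8.0 with MgCl2 and DTT. The reaction ran one hour at room temperature before luminescent ATP detection.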
B2AR arrestin: qHTS assay of beta-arrestin-biased ligands of beta2-adrenergic receptor | Potency, µM (series often up to 46.1 µM), without a hit: at the top dose activation, usual class: activators | Beta-2 adrenergic receptor (Homo sapiens), P07550 | AID 492947, 2010 | 0.02% of 330,000 active | beta-arrestin recruitment to beta2AR, cell-based reporter;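 note: potency is the fitted concentration of half-maximal effect; 0% = DMSO controls and full agonism = EC100 isoproterenol or metaproterenol; nearly all actives have a fitted effect of over 65% in size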
Target sequence (P07550 whole entry, looked up): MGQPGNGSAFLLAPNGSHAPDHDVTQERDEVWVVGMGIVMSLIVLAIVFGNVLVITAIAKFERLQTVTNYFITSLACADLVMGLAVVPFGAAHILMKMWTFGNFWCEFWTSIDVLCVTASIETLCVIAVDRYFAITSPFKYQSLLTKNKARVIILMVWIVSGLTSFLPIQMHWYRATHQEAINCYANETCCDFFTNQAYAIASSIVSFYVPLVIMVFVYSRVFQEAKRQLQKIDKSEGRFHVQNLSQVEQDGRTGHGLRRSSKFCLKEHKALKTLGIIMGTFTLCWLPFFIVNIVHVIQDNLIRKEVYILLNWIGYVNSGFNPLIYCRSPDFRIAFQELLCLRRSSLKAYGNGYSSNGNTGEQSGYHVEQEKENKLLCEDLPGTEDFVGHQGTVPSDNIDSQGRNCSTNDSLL
FBPA coupling cs: qHTS Assay for Inhibitors of Fructose-1,6-bisphosphate Aldolase from Giardia Lamblia: Coupling assay counterscreen. 0.67% of 290,000 active. activity change, negative = inhibition, % at 58.2 µM, hits read low. AID 2472, 2010. coupling enzyme system counterscreen, AmpLite Red fluorescence; in the data active = activity change below about -30%
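Compounds tested against the coupling enzymes alone at 57.5 uM final; readout was AmpLite Red fluorescence (525/598 nm) after 20 min at RT.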
BCR signal inh: qHTS Assay to Find Inhibitors of Chronic Active B-Cell Receptor Signaling; ABC-DLBCL IkBa-CBG/CBR reporter, luminescence ratio, 4 h; Potency, µM (series often up to 46.1 µM), for inactives: top-dose ratio change, negative = lower green/red ratio, most hits filed as inhibitors; 0.05% of 340,000 active; AID 493014, 2011; active = well fitted inhibition curve with a large enough effect in the signal ratio, with a control signal flat, not every such curve was filed as active; inconclusive = small, poorly fitted or top-dose-only effect, or effect the other way, or a change in a side signal; the % refers to the signal ratio;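 note: potency is the fitted concentration of half-maximal effect; plate controls were basal doxycycline-induced cells for no effect and cells given 10 µM MG132 for full effect; MG132 reads +100%, hits lower the ratio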
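Cell line TMD8 (human ABC DLBCL), stably expressing tet-inducible CBG68-IkBa fusion and CBR; IMDM/0.5% FBS; cpd up to 46 uM; dox induction, 4 h, 37C/5% CO2; dual luminescence; green/red ratio; MG132 control.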
PKM2 act: qHTS Assay for Activators of Human Muscle isoform 2 Pyruvate Kinase | Pyruvate kinase PKM (Homo sapiens), P14618 | purified PKM2, Kinase-Glo ATP luminescence, activation; response scale: 0% is enzyme alone, no compound | Potency, µM (doses to about 57.5 µM), for the others: at the highest dose activation, most hits filed as activators | 0.34% of 260,000 active; note: potency is the fitted concentration of half-maximal effect; nearly all actives have a fitted effect of over 55% in size
Target sequence (P14618 whole entry, looked up, canonical isoform): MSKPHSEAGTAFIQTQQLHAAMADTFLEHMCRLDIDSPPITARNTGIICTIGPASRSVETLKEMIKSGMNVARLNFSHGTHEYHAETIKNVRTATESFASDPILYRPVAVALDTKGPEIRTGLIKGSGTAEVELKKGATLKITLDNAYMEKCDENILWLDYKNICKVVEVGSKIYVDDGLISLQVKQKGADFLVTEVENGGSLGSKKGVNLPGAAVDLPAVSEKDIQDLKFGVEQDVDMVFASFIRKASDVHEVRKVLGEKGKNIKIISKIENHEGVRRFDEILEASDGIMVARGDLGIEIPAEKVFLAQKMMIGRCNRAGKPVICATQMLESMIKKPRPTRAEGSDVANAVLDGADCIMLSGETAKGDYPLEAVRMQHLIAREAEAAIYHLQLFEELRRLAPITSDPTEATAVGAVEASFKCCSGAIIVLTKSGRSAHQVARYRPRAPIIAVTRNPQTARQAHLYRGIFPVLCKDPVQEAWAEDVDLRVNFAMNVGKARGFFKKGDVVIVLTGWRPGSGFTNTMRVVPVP
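Purified hPK-M2 (>95% pure) converted ADP (0.1 mM final) to ATP with 0.5 mM PEP in 50 mM imidazole pH7.2, KCl, MgCl2, Tween 20, BSA; 1 h at room temperature. ATP detected by Kinase-Glo luminescence.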
Giardia kill: Small Molecules that selectively kill Giardia lamblia: qHTS | Giardia lamblia trophozoite viability | activity change, % at 7.66 µM, hits read low | 0.15% of 340,000 active; in the data active = activity change below about -80%; inconclusive = between about -30% and that limit;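 note: parasites exposed to compound for two days anaerobically before the ATP read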
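Media and compound were dispensed first, then trophozoites at 100 cells/well; plates sat 48 hrs at 37 deg C without oxygen before ATP luminescence reagent was added and read after 15-30 min at room temperature.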
* = called active by the depositor; ? = inconclusive; / = not tested or not shown; & = joins results of further samples. Unless noted, calls come from the whole dose curve; as a rule, active = well fitted curve in the direction sought with a large enough effect; inconclusive = small, poorly fitted or top-dose-only effect, or another doubt; inactive = no such curve, though single readings can be large; an effect the other way counts as inactive or inconclusive. Unless noted, % is set by controls: 0 for no effect and ±100 for the full control effect.

SMILES	USP2a block	hERG WT inh	KCNH2 3.1 block	Eya2 inh	uPA surface inh	GALK inh	B2AR arrestin	FBPA coupling cs	BCR signal inh	PKM2 act	Giardia kill
CCNS(=O)(=O)c1ccc(CCC(=O)N2CCN(c3ccccc3F)CC2)cc1	-0.3%	1.7	7.0	-7.5%	2.0%	3.9%	-0.2%	-2.5	5.2%	-1.2%	-9.8
COc1ccccc1N1CCN(S(=O)(=O)CCNC(=O)c2ccc(OC(C)C)cc2)CC1	3.4%	-9.7	3.6	?	5.2%	14.8%	0.4%	3.9	-4.7%	2.3%	5.3
COc1ccc(NS(=O)(=O)c2ccc(Oc3cccc(C(=O)O)c3)cc2)cc1	-2.4%	-2.2	2.4	22.9%	-1.8%	-1.4%	-0.2%	8.2	5.1%	-3.1%	13.4
CC(=O)Oc1ccc2occ(-c3ccccc3)c2c1	3.0%	5.8	7.7	-5.1%	4.9%	2.5%	-1.0%	3.9	-0.9%	0.7%	-6.6
Cc1cccc([N+](=O)[O-])c1NC(=O)CSc1nnc2ccccn12	3.7%	-22.3	4.9	25.0%	14.4%	/	-0.1%	/	?	/	26.0
C/C(N)=C(/C#N)C(=O)CSc1nnc(SCc2ccc(Cl)cc2)s1	-0.2%	1.1&8.7	-20.9&8.0	9.1%	-0.6%&-3.5%	-0.9%	-0.5%	0.3	-4.8%	-2.5%	-25.6&-17.2
CN(C)S(=O)(=O)c1cccc(NC(=S)NCc2ccc3c(c2)OCO3)c1	-2.4%	0.0	2.1	-10.0%	-5.0%	0.0%	0.2%	0.1	?	-1.9%	7.7
COC(=O)C(CCSC)NC(=O)CNC(=O)C1CCCCC1 (configuration not stated)	/	-11.4	-15.5	/	-6.7%	-1.9%	/	-3.7	/	1.0%	-6.6
Cc1cccc(NC(=O)c2ccc([N+](=O)[O-])cc2Cl)n1	0.1%	-1.1	3.9	-9.9%	4.6%	0.2%	-0.1%	3.8	?	-4.9%	-27.6
COCCCN1C(=O)c2ccc(C(=O)OCC(=O)NCCc3ccccc3)cc2C1=O	1.9%	7.0	12.7	10.7%	-4.1%	11.6%	0.0%	-0.2	10.2%	?	0.8
COc1ccc(-c2csc(Nc3ccc(C)cn3)n2)cc1OC	2.3%	-2.0	-2.0	5.7%	?	-4.1%	0.0%	-3.7	5.4%	-22.3%	1.9
Cc1c(Cl)cnc(NC(=O)COC(=O)c2ccc3c(c2)OCO3)c1Cl	0.9%	1.8	12.6	2.5%	-8.5%	1.8%	-0.3%	-0.8	?	0.4%	19.1
COc1ccc(C(=O)NC(CCSC)C(=O)N2CCCCCC2)cc1 (configuration not stated)	0.1%	6.6	12.7	14.0%	-0.7%	-1.5%	-0.9%	0.8	1.0%	/	3.6
CCOc1ccc2oc(C(=O)O)c(C)c2c1	4.2%	-33.0	-9.7	-26.0%	0.0%	-1.9%	-0.6%	3.5	8.8%	-0.6%	15.9
COc1cc(/C=C/C(=O)N2C(=O)c3cccc(N)c3C2=O)cc(OC)c1OC	2.0%	0.0	-8.2	-2.4%	-69.6%	-2.5%	-0.7%	0.2	-25.9%	-11.8%	8.7
O=C(NCc1ccccn1)[C@H]1C[C@@H]1[C@H](NP(=O)(c1ccccc1)c1ccccc1)c1ccccc1	0.7%	-5.6	7.7	4.3%	12.0%	/	-1.4%	8.5&-1.0	-7.7%	-3.5%&-9.3%	-3.2
COCCNCCOCCOc1ccc(Cl)c(C)c1	2.4%	3.3	-1.5	10.6%	-0.5%	-0.4%	-0.4%	-9.6	?	-4.3%	-16.6
O=C(NC1CCCCC1)N1CCCC(c2nc(-c3cccs3)no2)C1 (configuration not stated)	2.8%	-5.4	15.0	-3.1%	0.6%	-4.7%	-0.5%	/	7.7%	1.1%	-15.1
COC(=O)c1ccccc1NC(=S)N(C)C	5.6%	-0.6	7.8	7.1%	-0.6%	-2.0%	-0.7%	0.0	-19.3%	0.1%	9.8
Cc1[nH]nc2c1C1(C(=O)N(Cc3ccc(Cl)cc3)c3ccccc31)C(C#N)=C(N)O2 (configuration not stated)	0.3%	-7.1	-2.8	-17.1%	-4.3%	-0.4%	-0.1%	-4.8	-8.1%	-7.9%	1.2
c1ccc(-c2nc(NC3CCCC3)c3ccccc3n2)cc1	-1.3%	5.0	-18.4	-2.0%	-4.7%	2.6%	0.4%	0.0	?	3.0%	-21.6
CCn1nc(C)c(/C=N/NC(=O)Cn2nc(C)cc2C)c1C	1.1%	7.8	-3.0	-8.1%	1.1%	-1.1%	-0.8%	3.7	-1.0%	-6.9%	-4.4
C/C(CC(=O)Nc1cc(Cl)ccc1Cl)=N\NC(=O)c1ccco1	-0.9%	-20.5	9.8	-3.4%	-7.8%	-0.8%	-2.7%	-0.3	?	3.4%	-11.1
CCCn1c(=O)c(C(=O)NNC(=O)Cc2ccccc2)c(O)c2ccccc21	0.8%	0.4	-7.0	37.4%	1.3%	6.2%	-0.7%	0.4	-1.1%	/	4.0
CCN(CC)S(=O)(=O)c1ccc(N2CCOCC2)c(NC(=O)C2CCCO2)c1 (configuration not stated)	4.2%	0.7	-3.3	-4.3%	-5.0%	1.3%	0.1%	0.4	?	-2.3%	-14.1
CCc1ccc(C2C3=C(CCCC3=O)OC3=C2C(=O)CCC3)cc1	1.1%	1.2	-0.9	1.8%	-5.7%	0.2%	-0.5%	-5.7	-1.2%	-3.1%	7.2
CCOC(=O)C1CCCN(Cc2nc(N)nc(Nc3ccc(C)cc3)n2)C1 (configuration not stated)	3.5%	27.8	?	-1.6%	-2.0%	0.2%	-0.3%	-0.8	?	2.8%	11.0
COc1ccc2c(c1)c1nnc(SCC(=O)N3C(C)CCCC3C)nc1n2C (configuration not stated)	2.0%	7.0	8.2	-3.5%	0.2%	1.1%	0.0%	1.2	0.8%	5.4%	-11.6
CCOc1ccc(OC(=O)c2cccnc2)cc1	0.4%	4.1	1.7	-12.7%	-8.5%	0.4%	0.1%	0.4	0.2%	0.1%	13.1
O=C(Cn1c(=O)oc2cccnc21)Nc1ccc(C(F)(F)F)cc1	2.9%	-2.1	7.7	-1.1%	0.1%	3.9%	0.3%	0.9	0.4%	2.4%	1.3
Cc1c(OC(C)C(=O)NCc2cccnc2)ccc2c3c(c(=O)oc12)CCCC3 (configuration not stated)	0.3%	5.6	8.3	1.3%	-13.7%	-4.3%	0.7%	/	6.5%	/	3.1
CSc1nsc(SCC(=O)NCc2ccccc2)n1	1.3%	-1.1	1.9	-1.4%	0.1%	-2.7%	0.0%	-2.4	1.4%	-2.0%	?
COC(=O)c1sc(-c2ccccc2)cc1NC(C)=O	9.9%	-4.4	-13.2	5.9%	-12.8%	-0.9%	-0.2%	0.4	1.3%	6.2%	2.1
Cc1ccc(NC(=O)CCn2c(=O)c3cccn3c3ccccc32)cc1C	-1.8%	-9.8	7.5	-4.1%	0.2%	-4.8%	0.1%	/	9.4%	/	11.9
c1ccc(Nc2cccc(Nc3ccccc3)c2)cc1	-0.6%	2.4	-2.3	-5.7%	2.2%	-1.2%	1.8%	-2.9	?	11.4%	9.0
CC(=O)NC(CC(=O)NCC(=O)Nc1ccc(F)c(F)c1)c1ccccc1 (configuration not stated)	1.1%	-1.5	-5.4	-6.4%	6.1%	-1.7%	-0.1%	3.6	-3.5%	-0.7%	-1.2
C=CCn1cccc(C(=O)Nc2cc(OC)ccc2OC)c1=O	-2.9%	0.7	9.8	-28.7%	1.1%	3.9%	-0.1%	-3.2	?	-21.7%	8.5

2 records picked at random from those above:
SMILES	USP2a block	hERG WT inh	KCNH2 3.1 block	Eya2 inh	uPA surface inh	GALK inh	B2AR arrestin	FBPA coupling cs	BCR signal inh	PKM2 act	Giardia kill
CCOC(=O)C1CCCN(Cc2nc(N)nc(Nc3ccc(C)cc3)n2)C1 (configuration not stated)	3.5%	27.8	?	-1.6%	-2.0%	0.2%	-0.3%	-0.8	?	2.8%	11.0
CCNS(=O)(=O)c1ccc(CCC(=O)N2CCN(c3ccccc3F)CC2)cc1	-0.3%	1.7	7.0	-7.5%	2.0%	3.9%	-0.2%	-2.5	5.2%	-1.2%	-9.8
